Screening data from PubChem BioAssay.
ssDAF-12 act: S. stercoralis DAF-12 nuclear receptor activators, primary screen, cell-based, luminescence, HEK293, GRIP1 co-expression, lit1-tk-luc; Nuclear hormone receptor DAF-12 (Strongyloides stercoralis); AID 652126, 2013; 370,000 compounds, 1% hits; activation, % at 6.8 µM; HEK293 ssDAF-12/GRIP1 lit1-tk-luc reporter; % of 3 µM dafachronic acid response;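 active means activation above the mean over all tested compounds plus 3 SD, cut at about 0.9% in these data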;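 further: 0% = DMSO-only wells and 100% = 3 µM delta7-dafachronic acid wells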
HGIII-sPLA2 inh: human group III sPLA2 inhibitors, primary screen, biochemical, QFRET, BODIPY PC-A2 liposome substrate. Group 3 secretory phospholipase A2 (Homo sapiens), Q9NZ20. QFRET BODIPY PC-A2 liposome hydrolysis, fluorescence. inhibition, % at 12.2 µM. 370,000 compounds, 0.56% hits. AID 743126, 2013;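 active means inhibition above mean plus 3 SD of compounds lying within the high and low control bounds, cut at about 19% in these data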;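 further: 0% = median of test compound wells and 100% = no enzyme DMSO wells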
Target sequence (Q9NZ20 whole entry, looked up): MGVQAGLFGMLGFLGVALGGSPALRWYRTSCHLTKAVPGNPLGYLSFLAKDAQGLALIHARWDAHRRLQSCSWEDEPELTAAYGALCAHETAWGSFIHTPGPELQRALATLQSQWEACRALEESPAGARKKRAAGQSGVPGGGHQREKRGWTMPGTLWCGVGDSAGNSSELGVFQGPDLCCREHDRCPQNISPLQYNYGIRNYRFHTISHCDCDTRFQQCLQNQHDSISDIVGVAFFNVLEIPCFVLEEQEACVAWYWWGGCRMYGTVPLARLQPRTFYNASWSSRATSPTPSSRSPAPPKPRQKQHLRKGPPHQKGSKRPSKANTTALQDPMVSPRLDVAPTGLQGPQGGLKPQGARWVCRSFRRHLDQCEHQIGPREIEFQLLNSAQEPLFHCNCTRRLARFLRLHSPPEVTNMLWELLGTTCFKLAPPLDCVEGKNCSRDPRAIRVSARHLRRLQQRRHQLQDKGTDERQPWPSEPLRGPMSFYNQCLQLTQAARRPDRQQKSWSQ
ADAM10 inh: human ADAM10 inhibitors, primary screen, biochemical, QFRET, HTS | inhibition, % at 7 µM | 370,000 compounds, 0.62% hits | recombinant ADAM10, EDANS/DABCYL FRET peptide cleavage, 3 h;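 active means inhibition above a per-campaign cutoff equal to the mean of compounds falling between control-based bounds plus 3 SD, cut at about 20% in these data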;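 further: 0% = DMSO wells while the 100% control is not disclosed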
NPR1 activator: GC-A stimulated cGMP production enhancers – HEK293 GC-A cells, cGMP TR-FRET, EC30 ANP, primary screen; 0% at EC30 ANP, 100% saturating ANP; 370,000 compounds, 0.14% hits; activation, % at 10 µM; in the data active means activation above about 40%
hcDAF-12 act: H. contortus DAF-12 nuclear receptor activators, primary screen, cell-based, luminescence, HEK293, lit1-tk-luc reporter; HEK293 hcDAF-12 lit1-tk-luc reporter; 0% DMSO, 100% Δ7-dafachronic acid; activation, % at 6.8 µM; 370,000 compounds, 1.4% hits; AID 652067, 2013;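 active means activation above the mean of all tested compounds plus 3 SD, cut at about 5.5% in these data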;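 further: 100% = response to 3 µM Δ7-dafachronic acid high control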
hgDAF12 agonist: H. glycines DAF-12 receptor agonists, primary screen, cell-based, luminescence, HEK293, GAL4 fusion, UAS-luciferase; Nuclear hormone receptor DAF-12 (Heterodera glycines), GAL4 fusion; HEK293 GAL4-hgDAF12 UAS-luciferase reporter, agonist luminescence; normalized to butyrate control; AID 687014, 2013; activation, % at 6.8 µM; 370,000 compounds, 1.8% hits;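 active means activation above a cutoff set at the mean of all screened compounds plus 3 SD, cut at about 10% in these data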;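 further: 0% = DMSO wells and 100% = sodium butyrate wells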
DAX1 inh-1: DAX1 (NR0B1) inhibitors on StAR promoter, primary screen, cell-based, luminescence, SF-1 (NR5A1), full-length DAX-1 | HEK293T StAR-luciferase reporter, SF-1/DAX-1 repression relief | inhibition, % at 6.8 µM | AID 652010, 2013 | 370,000 compounds, 1.1% hits;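 active means inhibition above the mean over all tested compounds plus 3 SD, cut at about 3.6% in these data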;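 further: 0% = DAX-1 cells with DMSO and 100% = cells lacking DAX-1 with DMSO; higher inhibition means more luminescence from relief of DAX-1 repression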
GAA850 FXN act: FXN promoter activators, primary screen, cell-based, luciferase luminescence, HEK293 lucGAA850 | activation, % at 6 µM | HEK293 lucGAA850 FXN promoter luciferase reporter, 24 h; percent of 10 µM SAHA response | 360,000 compounds, 0.56% hits | AID 540364, 2011;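 active means activation above the average of all compounds screened plus 3 SD, cutoff fixed separately per campaign, cut at about 7.5% in these data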;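 further: 0% = DMSO wells and 100% = 10 µM SAHA wells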
SMARCA2 activ: SMARCA2 (BRM) function activators, primary screen, cell-based, luminescence, high throughput; MG213 cells, MMTV-luciferase reporter, dexamethasone, overnight; activation, % at 9.1 µM; 370,000 compounds, 1% hits; AID 652017, 2013; in the data active means activation above about 7.8%;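 further: 0% = vehicle wells and 100% = reference activator wells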
DAX1 inh-2: DAX1 (NR0B1) inhibitors, primary screen, cell-based, HEK293, Gal4-DAX1, luciferase luminescence | 340,000 compounds, 0.99% hits | inhibition, % at 6.75 µM | HEK293 Gal4-DAX1 luciferase reporter | Nuclear receptor subfamily 0 group B member 1 (Homo sapiens), P51843 | AID 504766, 2011;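 active means inhibition above the mean over all tested compounds plus 3 SD, cut at about 4.2% in these data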;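 further: 0% = DAX1-transfected cells with DMSO and 100% = empty-vector control cells with DMSO; inhibition shows as a rise in luminescence from relieved DAX1 repression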
Target sequence (P51843 207-470 limits assumed): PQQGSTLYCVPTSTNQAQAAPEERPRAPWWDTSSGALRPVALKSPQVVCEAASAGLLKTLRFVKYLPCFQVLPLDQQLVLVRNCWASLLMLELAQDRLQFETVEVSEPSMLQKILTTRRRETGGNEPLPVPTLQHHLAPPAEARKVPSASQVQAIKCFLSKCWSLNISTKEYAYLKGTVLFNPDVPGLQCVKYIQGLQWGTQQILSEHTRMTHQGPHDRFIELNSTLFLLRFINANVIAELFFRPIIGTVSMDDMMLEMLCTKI
NPR2 activator: human GC-B receptor activators, primary screen, HEK293 GC-B cells, cGMP TR-FRET, EC30 CNP; Atrial natriuretic peptide receptor 2 (Homo sapiens), P20594; 0% at EC30 CNP, 100% saturating CNP; activation, % at 10 µM; 370,000 compounds, 0.11% hits;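 active means activation at 10 µM reaching about 35% in either raw or pattern-adjusted values, limit read from the data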
* = called active by the depositor; . = no result given.

Molecule,ssDAF-12 act,HGIII-sPLA2 inh,ADAM10 inh,NPR1 activator,hcDAF-12 act,hgDAF12 agonist,DAX1 inh-1,GAA850 FXN act,SMARCA2 activ,DAX1 inh-2,NPR2 activator
Cn1nnnc1SCC(=O)N1CCc2ccccc21,-1.0,1.3,10.9,3.5,-0.1,1.5,-0.6,1.3,1.1,1.9,1.1
COCC(=O)N(Cc1cc2cc(C)ccc2[nH]c1=O)c1ccc(C)c(C)c1,-1.1,-6.8,-28.2,-17.5,-1.2,-2.6,0.1,-0.7,-0.9,-1.3,-12.9
O=C(C1CCCN1S(=O)(=O)c1cccc2cccnc12)N1CCc2ccccc2C1 (stereo not given),-0.9,5.6,-11.5,-0.8,0.8,2.0,0.3,2.5,-0.9,2.8,0.7
Cc1csc(Sc2ccc(S(=O)(=O)N3CCCC3)cn2)n1,-1.1,4.4,-4.5,0.0,-1.7,3.8,-0.1,0.3,-1.8,-0.1,8.9
CC(=O)c1c(OC(=O)c2cccc(Cl)c2)c2ccccc2n1C,-0.5,-6.6,6.1,-2.8,-1.4,-2.2,-0.4,0.7,2.5,0.6,-1.5
Cc1cc(C)nc(-n2nc(C)cc2NC(=O)c2ccc(F)cc2F)n1,-1.5,4.4,-3.2,5.8,-1.5,1.5,-0.6,0.8,-0.6,0.6,5.2
OC(CCCCN1CCCCC1)c1ccccc1 (stereo not given),-1.2,-2.2,-0.5,-0.4,-0.6,0.3,-0.4,0.7,-0.2,0.9,9.5
O=C(c1ccc(S(=O)(=O)N2CCOCC2)cc1)N1CCOCC1,-0.6,-0.1,-6.5,1.1,-1.0,2.0,-0.6,1.8,1.1,0.6,3.6
Cc1ccc(C(=O)Nc2ccccc2N2CCOCC2)cc1S(=O)(=O)N1CCOCC1,-2.1,11.8,-11.7,2.7,-1.1,-1.9,-2.0,2.7,-4.7,-0.7,1.7
Cc1ccc(C(=O)NNC(=O)C2CCCN(c3ncccn3)C2)cc1 (stereo not given),0.0,6.2,-17.2,-0.7,-1.0,0.3,0.7,-0.3,-1.8,0.7,3.4
COc1ccc(-c2c(C)cc3oc(=O)cc(-c4ccccc4)c3c2C)cc1OC,-1.5,4.4,0.6,-11.9,0.7,-1.8,0.0,0.1,3.0,-0.8,-9.4
CC(C)c1ccccc1NC(=O)COC(=O)Cc1ccsc1,-0.9,3.4,1.4,-1.3,2.4,-0.6,-0.1,1.0,-1.0,-1.1,-3.4
O=C(O)CSCc1cn2cc(Cl)ccc2n1,-0.3,5.2,-4.2,12.1,0.1,-0.2,0.2,-1.0,-0.6,1.6,-0.3
Cc1ccc(-c2cc(C(=O)OCC(=O)Nc3ncc(C(F)(F)F)cc3Cl)c3ccccc3n2)cc1,-1.8,-3.8,-13.7,1.0,0.5,0.8,0.1,1.4,4.2,-0.2,7.3
CCOc1ccccc1NC(=O)CSc1nnc(Cn2c(=O)sc3ccccc32)n1C,-1.5,13.3,-20.9,-1.6,-0.4,-1.6,-0.1,1.3,-2.9,0.0,-0.1
O=C(Cc1ccccc1)c1ccc2c(c1)OCCO2,-1.1,-12.0,-1.2,.,1.1,6.0,1.6,5.1,4.6,3.7,.
O=c1cc(-c2ccc([N+](=O)[O-])cc2)c2ccc(O)cc2o1,-0.4,2.2,1.6,2.8,-0.7,2.2,0.3,1.4,-2.6,-0.4,2.8
COC(=O)c1ccc(CS(=O)(=O)c2ccc(C)cc2)o1,-0.7,6.8,4.0,7.2,-0.7,-0.4,0.3,1.9,-2.1,-0.9,5.9
CCOc1cc(S(=O)(=O)N(Cc2ccccc2)Cc2ccccc2)c(OCC)cc1-n1cnnn1,-1.0,1.4,-13.8,-8.5,-0.8,4.4,0.6,-4.8,-3.0,-0.4,-6.2
OC(COc1ccc(CN2CCSCC2)cc1)CN1CCCCC1 (stereo not given),-0.7,3.4,-7.9,4.1,-0.6,-1.5,-0.1,1.3,-5.1,0.9,-2.8
Cc1ccc(C(=O)Nc2ccc3c(c2)C(=O)N(C)C3=O)c(C)c1,-1.0,3.9,-100.1,4.0,-1.4,1.1,-0.1,-1.2,-1.6,0.5,-1.5
COC(=O)CC1Oc2ccc(C)cc2NC1=O (stereo not given),-1.7,4.6,-8.9,1.0,0.0,1.9,-0.3,2.6,0.9,1.5,1.9
Cn1nccc1C(=O)Nc1cc(Cl)ccc1Cl,-1.7,-0.7,-1.8,2.2,-2.7,-2.7,-0.3,5.3,-2.4,.,-4.3
COc1cccc(N2CCN(S(=O)(=O)c3ccc4nc(-c5ccccc5)[nH]c4c3)CC2)c1,-1.8,-23.0,3.2,-11.7,-3.0,-2.5,-2.5,-1.5,1.5,-1.9,-3.4
CC(C)Oc1ccccc1C(=O)NC(CO)C(=O)O (stereo not given),-0.6,3.6,-0.4,2.6,1.0,1.6,-0.2,0.1,1.1,0.6,5.9
CCOC(=O)[C@H]1[C@H]2COc3ccccc3[C@@H]2N2C(=O)c3cc(OC)ccc3NC(=O)[C@@]12C,-1.2,-5.8,-18.8,-2.8,-1.5,-0.8,-0.3,-9.6,1.0,-0.2,3.2
Oc1cc2ccccc2cc1-c1n[nH]c(=S)n1Cc1ccco1,-1.1,-1.3,-73.4,-5.7,0.2,-1.7,-0.8,0.6,-1.6,1.7,-13.5
C/C(Cc1ccccc1)=N\NC(=O)c1cc(C(C)(C)C)[nH]n1,-1.3,3.9,-6.6,5.8,1.3,-1.5,0.7,-1.2,1.9,0.2,0.9
S=C(NC1CCCCC1)N1CCc2[nH]c3ccccc3c2C1,-1.8,5.3,4.8,1.2,1.1,0.5,0.1,0.9,-2.0,-1.3,-6.6
O=S(=O)(c1ccc(F)cc1)n1c(CN2CCOCC2)nc2ccccc21,-1.3,0.8,-9.2,4.0,0.2,-2.8,-0.1,.,-2.0,.,0.1
COc1ccccc1N1CCN(C(=O)c2ccc3c(c2)CCN3S(=O)(=O)c2ccccc2)CC1,-1.6,-17.9,12.5,-2.3,-4.0,-2.0,-0.9,-1.8,-7.5,-1.1,2.1
CCOC(=O)c1[nH]c2ccccc2c1NC(=O)c1ccc(S(=O)(=O)N2CCCCC2)cc1,-1.4,-13.0,-32.1,-3.4,-4.6,-5.7,-1.4,-0.2,-5.8,0.0,2.0
COc1ccc(C)cc1N(CC(=O)N1CCOCC1)S(C)(=O)=O,-1.1,4.2,10.2,0.8,-0.9,0.3,-0.2,0.3,1.7,1.8,1.1
Oc1ccc2oc3c(c2c1C=NCc1ccncc1)CCCC3,-1.2,-6.1,-16.5,1.7,-1.3,-2.3,-0.2,-1.6,4.1,-2.6,-2.5
COCCN1Cc2cc(C(=O)OC)c3c(c2C1=O)c1cc(F)ccc1n3C(=O)c1ccccc1,-1.5,-4.5,-20.2,3.1,-1.2,-5.0,-2.1,.,-3.6,.,7.5
CCOc1ccccc1NC(=O)CSc1nc2cc(O)ccc2c(=O)n1-c1ccc(OC)c(OC)c1,-1.1,-7.2,-3.5,25.1,-3.9,-4.0,-0.7,-1.0,-3.0,-1.1,-1.1
O=C(NCC1CCCO1)c1nn2c(C(F)(F)F)cc(-c3ccc(Br)o3)nc2c1Br (stereo not given),-1.3,0.5,-8.8,18.8,-0.9,-1.6,-0.5,1.0,-1.6,0.3,19.7
COc1ccc(C(C)=O)cc1COC(=O)c1cccc(N(C)C)c1,-1.4,-5.9,-7.4,1.7,-2.4,-2.3,-0.7,0.4,-3.9,-0.2,4.5
CCOC(=O)c1c(C)[nH]c(C)c1C(=O)CSc1nnc(-c2ccncc2)n1C,-1.0,0.1,-1.9,-6.5,-1.0,0.1,-0.3,0.6,-1.7,-0.3,-0.7
O=C(CN1CCN(Cc2ccccc2)CC1)Nc1cccc(Cl)c1Cl,-1.6,-2.7,-1.4,32.5,-2.6,4.1,0.6,2.0,-5.0,0.6,11.0
Cn1c(Cn2nnc3ccccc32)nnc1SCC(=O)N1CCc2ccccc21,-0.7,7.8,3.9,-5.0,2.0,-3.0,-0.4,1.4,1.8,0.3,2.2
O=C(NCc1cccc(Cl)c1)C1CCC(=O)N(CCN2CCOCC2)C1 (stereo not given),-1.4,-6.4,-3.3,1.1,1.1,4.0,-0.1,2.1,0.9,0.3,1.1
Cc1ccc(NC(=O)C2(NC(=O)c3ccccn3)CCCCC2)cc1Br,-1.2,-9.9,3.5,-6.6,1.1,-2.4,-0.2,4.0,-1.1,-1.0,1.9
C[N+](C)(C)CCNC(=O)c1c[nH]c2ccccc12,-1.3,4.3,-4.2,1.1,0.1,0.1,-0.6,.,2.3,.,1.1
Cc1cc(NC(=O)COC(=O)C2CCN(S(=O)(=O)c3cccc(Cl)c3Cl)CC2)no1,-1.1,-2.8,-3.0,-1.4,-0.3,-0.5,-0.3,-0.2,-3.2,-0.2,1.4
CCOc1ccc(NCC(=O)Nc2ccc(C)cc2C)cc1,-1.6,5.5,-1.8,-5.6,-1.9,0.5,-0.1,-2.0,-0.2,0.4,2.5
COc1ccc(N=C2NC(=O)/C(=C/c3ccco3)S2)cc1,-1.3,-25.9,8.1,-1.7,-1.4,0.7,-0.1,2.5,0.8,1.0,-5.3
COc1ccc2oc(C(F)(F)C(F)F)cc(=O)c2c1,-1.5,4.6,-242.1,3.3,-2.0,-0.1,-0.5,-2.2,-1.4,0.7,-5.6
Cc1ccc(CC(=O)N2CCN(c3cccc(C(F)(F)F)c3)CC2)cc1,-1.3,6.2,-6.8,-0.8,-1.8,2.0,0.6,-0.9,-2.6,0.2,0.4
CCOc1cccc(CN(C)CC2CCCN(CCc3ccc(Cl)cc3)C2)c1O (stereo not given),-1.1,-25.4,8.6,-16.2,1.1,1.3,-0.5,0.7,1.7,-0.3,-8.2
